# TbMetRS inhib: Trypanosoma brucei MetRS inhibition. purified T. brucei MetRS, ATP depletion, Kinase-Glo luminescence. inhibition, % at 11.9 µM. hit rate 0.4% among 360,000;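 active = inhibition above a per-plate cutoff of the control wells' mean inhibition plus 3 SD, cut at about 5.5% in these data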;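 note: 0% = DMSO wells median and 100% = median of wells with control inhibitor compound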
#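 Material: parasite MetRS enzyme / Replication: singlicate, one well per compound / Signal: luminescence of leftover ATP / Schedule: 2 h aminoacylation at 25 °C after 15 min preincubation / Medium: HEPES-MgCl2-KCl buffer plus DTT, spermine, BSA, pyrophosphatase / Doses: 11.9 µM single point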
# Scp-1 inhibitor: Scp-1 (human) phosphatase inhibition; AID 493091; inhibition, % at 20 µM; Recombinant Scp1, phosphopeptide, malachite green phosphate absorbance; Q9GZU7; hit rate 0.88% among 340,000;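 active = inhibition above about 50% at 20 µM, limit read from the data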;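 note: plate controls were DMSO wells with enzyme for no effect and wells lacking enzyme for full effect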
# Target sequence (Q9GZU7 76-261 limits assumed): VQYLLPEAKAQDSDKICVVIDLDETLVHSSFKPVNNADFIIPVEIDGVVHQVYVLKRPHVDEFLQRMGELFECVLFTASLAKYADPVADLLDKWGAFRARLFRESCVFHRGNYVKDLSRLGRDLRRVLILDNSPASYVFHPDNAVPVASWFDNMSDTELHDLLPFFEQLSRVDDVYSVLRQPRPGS
#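 Material: truncated SCP-1 phosphatase (76-261aa) / Buffer or medium: 50 mM Tris acetate pH 5.5, 0.005% Tween-20, 10 mM MgCl2 / Compound dosing: one concentration, 20 µM, with 1.0% DMSO / Incubation: 45 min room-temperature reaction, 5 min colour, 30 min stabiliser / Detection: colorimetric free-phosphate detection, absorbance 630 nm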
# Neddyl block: cullin neddylation inhibition | hit rate 0.58% among 360,000 | AID 651699 | TR-FRET cullin neddylation, biochemical | calls only at 25 µM | P61081+Q13564; in the data active = inhibition above about 36%
# DNMT1 block: blocks human DNA methyltransferase DNMT1. DNMT1 molecular beacon, Hinp1I cleavage, fluorescence. P26358. inhibition (reported as % activation of signal), % at 10 µM. hit rate 0.83% among 360,000; in the data active = inhibition above about 50%
# LMPTP inh: blocks human LMPTP phosphatase. recombinant LMPTP-A, OMFP fluorogenic substrate, fluorescence intensity. AID 651560. hit rate 0.22% among 360,000. inhibition, % at 20 µM;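 active = compounds that cut the enzyme signal by at least half of the control window in the single-dose screen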;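 note: plate controls were DMSO wells with enzyme plus substrate for no effect and substrate without enzyme for full effect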
# Target sequence (P24666 whole entry, looked up): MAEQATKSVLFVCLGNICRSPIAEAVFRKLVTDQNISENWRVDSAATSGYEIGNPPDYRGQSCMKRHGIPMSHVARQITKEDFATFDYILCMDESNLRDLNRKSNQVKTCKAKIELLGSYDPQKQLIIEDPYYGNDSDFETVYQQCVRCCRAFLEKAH
#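 Test system – LMPTP-A enzyme · Amount – LMPTP-A at 0.625 nM final in the reaction · Buffer or medium – Bis-Tris pH 6.0, DTT, detergent · Reagent – OMFP 400 µM · Doses – single 20 µM dose · Schedule – reaction 50 min, room temperature, dark · Detection – fluorescence intensity of OMFP turnover product · Evaluation – percent inhibition versus substrate-only and uninhibited controls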
# STEP block: blocks human striatal-enriched tyrosine phosphatase; hit rate 0.25% among 360,000; recombinant STEP, OMFP fluorogenic substrate, fluorescence; inhibition, % at 20 µM; P54829; AID 588621;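 active = inhibition at 20 µM, scaled per plate between control wells, above about 37%, limit read from the data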;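 note: 0% = DMSO with enzyme and substrate and 100% = substrate only without enzyme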
# Target sequence (P54829 whole entry, looked up): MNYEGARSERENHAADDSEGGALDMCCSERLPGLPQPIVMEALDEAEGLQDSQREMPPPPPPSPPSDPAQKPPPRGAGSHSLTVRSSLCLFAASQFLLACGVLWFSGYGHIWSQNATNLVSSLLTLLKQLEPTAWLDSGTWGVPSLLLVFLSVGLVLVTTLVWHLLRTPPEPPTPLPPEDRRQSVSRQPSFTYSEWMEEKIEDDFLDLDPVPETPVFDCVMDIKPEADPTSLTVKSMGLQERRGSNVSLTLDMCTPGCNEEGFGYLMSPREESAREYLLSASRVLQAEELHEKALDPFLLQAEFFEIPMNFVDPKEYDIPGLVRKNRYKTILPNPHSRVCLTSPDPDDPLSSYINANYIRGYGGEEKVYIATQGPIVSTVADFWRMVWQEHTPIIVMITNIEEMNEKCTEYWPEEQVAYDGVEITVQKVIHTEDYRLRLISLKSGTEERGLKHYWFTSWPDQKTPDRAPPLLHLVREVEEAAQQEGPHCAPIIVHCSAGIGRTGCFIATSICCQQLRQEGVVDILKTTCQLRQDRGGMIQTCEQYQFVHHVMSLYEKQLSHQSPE
#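 Assay system: isolated STEP enzyme / Timing: 20 min at room temperature, dark / Doses: 20 µM, 1% DMSO / Technique: fluorescence intensity, excitation 480 nm, emission 540 nm / Reagent: fluorogenic phosphatase substrate OMFP at 25 µM final / Measure: percent inhibition scaled to no-enzyme and uninhibited-enzyme controls, plate-pattern corrected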
# NadD block: blocks S. aureus nicotinate mononucleotide adenylyltransferase; AID 602399; hit rate 0.78% among 360,000; inhibition, % at 20 µM; purified NadD enzyme, colorimetric absorbance read-out; in the data active = inhibition above about 26%; note: some compounds past the cut are filed as inactive
# SKN-1 block: C. elegans SKN-1 inhibition; C. elegans VP596 Pgst-4::GFP/RFP ratio, acrylamide-induced, 24 h; inhibition, % at 21.8 µM; hit rate 0.49% among 360,000;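 active = interference check ratio from 0.5 to 1.5 plus GFP to RFP signal ratio inhibition reaching or exceeding a fixed threshold, cut at about 30% in these data, passing the limit was not always enough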; note: some compounds called inactive have numbers as strong as hits
# CendR NRP1 mod: NRP-1/CendR interaction modulation. O14786. FAM-RPARPAR peptide binding to NRP-1, fluorescence polarization. inhibition, % at 25 µM. hit rate 0.85% among 360,000. AID 602438;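 active = inhibition or corrected inhibition above about 18%, plus a signal ratio from 0.5 to 1.5, limit read from the data, passing the limit was not always enough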; note: strong numbers were not always called active
# SUMO1 PPI mod: modulators of human SUMO1-mediated protein-protein interactions | inhibition, % at 20 µM | hit rate 0.33% among 360,000 | SUMO1 binding to a labelled peptide, TR-FRET, 1 h; in the data active = inhibition above about 37%
# Target sequence (P63165 whole entry, looked up): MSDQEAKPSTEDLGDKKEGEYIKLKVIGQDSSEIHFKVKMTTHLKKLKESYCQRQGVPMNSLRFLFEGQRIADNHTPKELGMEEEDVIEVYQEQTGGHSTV
# The depositor's hits bear a star; i = inactive; . = no result given. Hits appear at their usual frequency; about 4.6% have a hit in one of these screens.
SMILES,TbMetRS inhib,Scp-1 inhibitor,Neddyl block,DNMT1 block,LMPTP inh,STEP block,NadD block,SKN-1 block,CendR NRP1 mod,SUMO1 PPI mod
CCn1c(=S)[nH]c2nc3c(cc2c1=O)CCCC3,0.6,-2,i,-1,0.0,-3,2,-13,3,3
Cc1cc(Oc2ccccc2)nc(SCC(N)=O)n1,-1.1,-2,i,4,-1.1,0,2,-2,2,0
Cc1cc(NC(=O)Nc2cccc([N+](=O)[O-])c2)no1,-0.2,-6,i,-5,1.7,3,0,-9,9,-18
Cc1cc(C(O)c2ncc(-c3ccccc3Cl)[nH]2)ccc1F (stereo unspecified),0.0,.,i,-1,0.4,0,-11,6,8,4
Cc1cccc(NC(=O)c2ccc(Cl)nc2)n1,-0.3,-5,i,1,-8.8,-1,3,-2,-4,-4
CCOC(=O)N1CC=C2C(C#N)=C(N)C(C#N)(C#N)[C@H](c3ccc(OCC)c(OCC)c3)[C@H]2C1,0.5,-9,i,-7,-0.8,3,1,-13,-36,-4
CC(C)(C)OC(=O)[C@H](Cc1ccccc1)NC(=O)c1nc[nH]c1C(=O)NC1CCN(C(=O)OC(C)(C)C)CC1,-0.2,-8,i,-8,2.0,-2,9,10,-5,-3
COc1cccc(OCCNC(=O)c2cc([N+](=O)[O-])cc([N+](=O)[O-])c2)c1,-0.4,2,i,-2,1.7,-3,-3,-5,-3,-27
CC(=O)c1cccc(S(=O)(=O)N(Cc2cc3cc4c(cc3[nH]c2=O)OCCO4)CC2CCCO2)c1 (stereo unspecified),-0.3,-7,i,0,-1.0,-1,0,15,0,3
O=c1sc2ccccc2c(N2CCOCC2)c1[N+](=O)[O-],-0.3,-4,i,-3,-0.5,-2,0,12,-4,6
O=C(CNCc1ccccc1Cl)Nc1cc(S(=O)(=O)N2CCOCC2)ccc1Cl,-0.3,1,i,1,0.8,2,-1,11,2,4
CC(=O)c1cccc(-c2cnc3c(NC=O)cc(-c4ccccc4Oc4ccccc4)cn23)c1,0.0,.,i,-10,1.7,0,14,11,-6,0
CN(c1cccc(NS(=O)(=O)c2cccc([N+](=O)[O-])c2)c1)S(C)(=O)=O,-0.7,3,i,0,3.2,2,-5,1,7,-12
Clc1nnc2c3ccccc3ccn12,-0.2,-13,i,2,-0.3,-4,-1,26,10,-1
COc1cc(/C=N/Nc2ccccc2[N+](=O)[O-])ccc1OC(=O)c1ccccc1F,0.0,-7,i,3,2.5,4,0,2,5,-7
CCS(=O)(=O)N1CCC(C(=O)NCc2cccnc2)CC1,-0.5,-8,i,-3,-0.7,4,-3,10,-4,2
CC(=O)NS(=O)(=O)c1ccc(NC(=O)c2ccc(NC(=O)c3cccs3)cc2)cc1,-0.3,6,i,7,-3.7,0,4,-16,3,11
Cc1[nH]c(=O)c(C(=O)/C=C/c2ccccc2F)c2c1CCCC2,-0.2,-4,i,3,-1.0,4,1,-5,-13,-1
N#CCCCN1C(=O)C(O)(CC(=O)c2ccc3c(c2)OCCO3)c2ccccc21 (stereo unspecified),-0.3,6,i,0,0.6,0,0,-5,-2,-3
N#Cc1cc([N+](=O)[O-])cnc1NCC(O)CO (stereo unspecified),-0.3,-8,i,-1,-2.7,0,5,-5,-30,-20
CC(C)NC(=O)NC(=O)CSc1nnc(C(F)(F)F)n1C,0.6,-5,i,0,-0.2,3,4,3,1,6
O=S(=O)(/C(=C\c1ccc(C(F)(F)F)cc1)c1nc2ccccc2[nH]1)c1ccccc1,-0.3,-7,i,14,0.9,2,0,-11,-5,-4
Cc1nccn1CCCNC(=O)CC1C(=O)NCCN1Cc1ccc(F)cc1Cl (stereo unspecified),0.4,1,i,0,0.0,-2,-2,-3,-10,-6
CC(C)c1ccc(NC2CCCN(C(=O)c3cccc(N4CCNC4=O)c3)C2)cc1 (stereo unspecified),-0.7,1,i,3,-0.8,0,7,8,7,3
COC(=O)C1=CN(C(C)C)C=C(C(=O)OC)C1c1cccc(OC)c1,-0.1,-2,.,0,1.6,-1,-5,-5,-11,-3
# More entries follow.
SMILES,TbMetRS inhib,Scp-1 inhibitor,Neddyl block,DNMT1 block,LMPTP inh,STEP block,NadD block,SKN-1 block,CendR NRP1 mod,SUMO1 PPI mod
O=C(C1=NNCC1c1ccccc1)C1CO1 (stereo unspecified),-0.2,22,i,-1,-1.7,0,-2,-1,-4,-4
Cc1cc(NC(=O)CCC(=O)N(c2cccc(F)c2)C(C(=O)NC2CCCC2)c2ccc(C)o2)no1 (stereo unspecified),-0.4,-7,i,-1,-0.6,-2,-5,10,2,-4
COc1ccc(-c2nc(SCC(=O)NC3CCCCC3)n[nH]2)cc1,-0.3,-6,i,-1,-0.6,-1,0,9,4,1
O=C(Cc1cccc(NC(=O)C2CCCN(C(=O)CCc3ccccc3)C2)c1)Nc1cccc(C(=O)N2CCOCC2)c1 (stereo unspecified),0.2,0,i,3,-1.3,-1,3,5,0,-2
CCCS(=O)(=O)N1CCCC(C(=O)NCc2ccco2)C1 (stereo unspecified),-0.5,10,i,6,-2.3,54*,-6,31,-9,0
CC(C)CCN1CC(C(=O)NC(C)C)CC1=O (stereo unspecified),0.1,16,i,2,-1.1,0,-5,5,11,2
COc1cc2c(cc1NCc1ccc3c(c1)OCO3)oc1ccccc12,-0.5,-2,.,-5,3.7,5,2,7,5,0
C1CCN(C2CCN(c3nc4nonc4nc3N3CCSCC3)CC2)C1,-0.2,-7,i,4,4.3,1,4,3,0,-1
Cn1c(=O)oc2cc(S(=O)(=O)NCc3ccc(C(=O)O)cc3)ccc21,0.1,2,i,6,0.4,-1,-3,-11,-29,2
CCOC(=O)CSc1nnc(CSc2nc3sc4c(c3c(=O)[nH]2)CCC4)n1C,0.4,-8,i,11,-0.7,1,4,-6,-18,3
COc1ccc(N(CC(=O)NCc2ccccc2)C(=O)CCC(=O)Nc2cc(C)ccn2)c(OC)c1,-0.6,-3,i,-4,-0.5,4,-4,-8,-6,-2
O=C(CNC(=S)N(Cc1ccccc1)Cc1cccnc1)NC1CCCCC1,-0.3,-12,i,-2,0.5,-1,0,8,-5,0
Cc1nn2c(-c3ccccc3)nnc2c2ccccc12,0.5,-12,i,4,0.3,-1,1,-1,6,1
COC(C[C@@H](O)CC(=O)COCc1ccccc1)OC,-0.3,-2,i,4,-2.0,-2,-7,-5,3,-1
Cc1ccc(NC(=O)C(C)OC(=O)CCC2CCCCC2)cc1 (stereo unspecified),-0.1,1,i,4,2.2,1,-6,16,12,0
CC1=C(C(=O)OCC2CCCO2)C(c2ccccc2Cl)NC(=O)N1 (stereo unspecified),0.4,0,i,1,-0.5,-3,-1,8,6,-2
Cc1cccc(C(=O)NC2CCN(CC(=O)Nc3ccc4c(c3)OCO4)CC2)c1,-0.4,-13,i,1,-0.5,-4,-6,-9,14,0
CCOC(=O)c1c(C)[nH]c(C)c1C(=O)COC(=O)c1ccc(Cl)c(S(N)(=O)=O)c1,-0.9,-10,i,-8,0.7,-3,-6,-35,3,3
C[C@@H]1CN([C@H](C)CO)C(=O)c2cccc(NS(=O)(=O)c3cccs3)c2O[C@H]1CN(C)Cc1ccccc1,-0.3,2,i,1,-2.4,0,-5,-4,1,3
Cc1nc(CCNC(=O)CC2C(=O)NCCN2Cc2ccoc2)nc2c1CCCC2 (stereo unspecified),-0.5,-6,i,2,-0.4,1,-2,-5,-4,-1
CCOc1ccc2[nH]c(S(=O)(=O)CC)nc2c1Cl,0.1,-5,i,6,-0.6,-4,3,10,6,-2
O=c1ccc(Oc2nc(N3CCOCC3)nc(N3CCOCC3)n2)n[nH]1,-0.8,2,i,7,-1.3,0,0,-2,7,1
CC(=O)c1c(N)[nH]c(-c2ccccc2)nc1=S,1.2,-2,i,0,-1.4,2,0,23,4,3
CC(C)[C@H](NC(=O)c1ccccc1F)C(=O)Nc1cccc(S(=O)(=O)N2CCOCC2)c1,-0.2,.,i,-2,-1.4,-1,-3,-3,-8,3
CCOC(=O)C1(C/C(C)=N/NC(N)=O)CC(C)OC1=O (stereo unspecified),0.0,-10,i,7,-3.0,2,7,5,11,4

# Full records, looked up by structure.
# CC(=O)c1c(N)[nH]c(-c2ccccc2)nc1=S is listed with TbMetRS inhib: 1.2; Scp-1 inhibitor: -2; Neddyl block: i; DNMT1 block: 0; LMPTP inh: -1.4; STEP block: 2; NadD block: 0; SKN-1 block: 23; CendR NRP1 mod: 4; SUMO1 PPI mod: 3
# CC(C)[C@H](NC(=O)c1ccccc1F)C(=O)Nc1cccc(S(=O)(=O)N2CCOCC2)c1 is listed with TbMetRS inhib: -0.2; Scp-1 inhibitor: .; Neddyl block: i; DNMT1 block: -2; LMPTP inh: -1.4; STEP block: -1; NadD block: -3; SKN-1 block: -3; CendR NRP1 mod: -8; SUMO1 PPI mod: 3

# New compounds follow:
SMILES,TbMetRS inhib,Scp-1 inhibitor,Neddyl block,DNMT1 block,LMPTP inh,STEP block,NadD block,SKN-1 block,CendR NRP1 mod,SUMO1 PPI mod
O=C1CC(N2CCN(C3CC(=O)N(CCc4ccccc4)C3=O)CC2)C(=O)N1CCc1ccccc1 (stereo unspecified),-0.3,-1,i,0,0.0,-2,1,3,0,-3
CCOc1ccccc1N1CCN(C(=O)CCNS(=O)(=O)c2ccccc2F)CC1,-0.1,-6,i,-2,-0.5,2,-5,-3,-12,3
Cn1cnnc1SCC(=O)NCCC(c1ccccc1)c1ccccc1,-1.1,-2,i,0,-0.8,-3,-1,5,18,3
CCCS(=O)(=O)N1CCCC(C(=O)N2CCOCC2)C1 (stereo unspecified),-0.1,-2,i,1,-1.1,0,7,-10,9,-1
COc1ccc(C(=O)N/C(=C\c2cn(C)c3ccccc23)C(=O)OCC(C)C)cc1,-0.1,-7,i,2,-1.7,5,1,3,-2,4
COCOCCn1cc(CN2CCS(=O)(=O)N(Cc3ccc(-c4ccc(Cl)c(Cl)c4)cc3)C(C)C2=O)nn1 (stereo unspecified),-0.9,.,i,-20,2.6,-2,-3,4,-7,6
Clc1ncnc2c1oc1ccccc12,0.3,-1,i,7,-1.0,0,-2,21,12,-1
COC(=O)CCC(=O)Nc1ccc(N=Nc2ccccc2)cc1,-1.1,0,i,-22,0.9,0,-1,-2,14,-25
CCOCCCNC(=O)C1CCN(c2cc(C)nc3c(-c4ccc(OC)c(OC)c4)c(C)nn23)CC1,-0.6,0,i,-4,-1.2,-3,2,-39,-10,0
COCc1cc([C@@H]2C[C@H]3CN(c4ccccc4)C(=O)[C@]34CCCN24)ccc1OC,-0.8,1,i,-9,-0.2,-2,4,6,-23,-2
CCCNC(=O)CSc1nnc(-c2ccco2)n1C,-1.1,3,i,-2,-1.2,-1,1,25,9,3
Cc1cc(Cl)ccc1NC(=O)CCN1C(=O)C2CCCCC2C1=O (stereo unspecified),-0.3,-4,i,-1,-0.6,-2,1,2,5,6

# High-throughput results from PubChem BioAssay.
